# ELG1 DNA repair: qHTS screen for small molecules that inhibit ELG1-dependent DNA repair in human embryonic kidney (HEK293T) cells expressing luciferase-tagged ELG1; HEK293T ELG1-luciferase reporter, luminescence, 16 h; DNA damage induced by 5-fluorouridine; Potency, µM (doses to about 46.1 µM), for the others: at the top dose activity change, negative = inhibition, usual class: inhibitors; 330,000 tested, 2.3% active; AID 504467, 2011; note: potency is the fitted concentration of half-maximal effect; % is set by controls: 0 for no effect and ±100 for the full control effect; nearly all actives have a fitted effect of over 55% in size
#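 Overnight (16 hr) co-exposure of 2,000 cells/well to 5-fluorouridine and compound at 37 °C preceded detection. Luciferase was quantified via ONE-Glo luminescence; loss of signal denotes inhibition.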
# ELG1 genotoxic: qHTS screen for small molecules that induce genotoxicity in human embryonic kidney (HEK293T) cells expressing luciferase-tagged ELG1; AID 504466, 2011; HEK293T ELG1-luciferase reporter, luminescence, 16 h; 330,000 tested, 1.3% active; Potency, µM (top dose mostly 46 µM), for the others: at the top dose activity change, positive = activation, usual class: activators; note: potency is the fitted concentration of half-maximal effect; % of control where 0% means no effect; nearly all actives have a fitted effect of over 60% in size
#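 Step 1: seed 2,000 HEK293T ELG1-luciferase cells per well. Step 2: add compound or DMSO, incubate 16 hr at 37 °C. Step 3: ONE-Glo, 30 min at room temperature, read luminescence.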
# Gal4-VP16 FLuc: VP16 counterscreen qHTS for inhibitors of ROR gamma transcriptional activity | Drosophila S2 Gal4-VP16 UAS-luciferase, luminescence, 20 h | Potency, µM (titrated, usually from 53.6 µM), inactives show top-dose activity, negative = inhibition, hits mostly inhibitors | 310,000 tested, 3.5% active;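 note: Gal4-VP16 expression switched on by copper sulfate through the metallothionein promoter; potency is the fitted concentration of half-maximal effect; % is set by controls: 0 for no effect and ±100 for the full control effect; nearly all actives have a fitted effect of over 50% in size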
# FLuc modulator: qHTS profiling assay for firefly luciferase inhibitor/activator using purifed enzyme and Km concentrations of substrates (counterscreen for miR-21 project); Luciferin 4-monooxygenase (Photinus pyralis), P08659; purified FLuc, Km substrates, luminescence inhibition; Potency, µM (highest dose often 57.5 µM), for the others: at the top dose activity change, negative = inhibition, most hits filed as inhibitors; 360,000 tested, 6.9% active;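 note: potency is the fitted concentration of half-maximal effect; plate controls were vehicle for no effect and reference inhibitor for full effect; nearly all actives have a fitted effect of over 55% in size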
#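 Purified P. pyralis luciferase (10nM final) with 10uM D-luciferin and 10uM ATP (Km levels) in 50mM Tris acetate pH 7.5, 10mM Mg acetate, 0.01% Tween-20, 0.05% BSA; qHTS 6-point titration, ~60 µM downward; luminescence read.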
# Rab9 prom act: qHTS Assay for Rab9 Promoter Activators. AID 485297, 2010. 320,000 tested, 2.8% active. Potency, µM (series often up to 9.22 µM), for inactives: at the top dose activation, negative = inhibition, actives largely listed as activators. Huh7 Rab9 promoter-luciferase reporter, luminescence, 24 h; note: potency is the fitted concentration of half-maximal effect; % of control where 0% means no effect; nearly all actives have a fitted effect of over 60% in size
#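 Steps: seed 1500 Huh7 Rab9-luc cells per well, rest 2 h at 37 °C; add compound in DMSO; incubate 24 h; add luciferase reagent, 10 min ambient; read luminescence.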
# BRCA1 expr up: qHTS Assay to Identify Small Molecule Activators of BRCA1 Expression | MCF7-BRCA1-FFLuc reporter, luminescence, 48 h; response scale: scaled: vehicle 0%, 10 µM genistein 100% | 380,000 tested, 1.1% active | AID 624202, 2012 | Potency, µM (highest dose often 46.1 µM), for the others: at the highest dose activation, actives largely listed as activators; note: potency is the fitted concentration of half-maximal effect; nearly all actives have a fitted effect of over 80% in size; some results filed as inactive show a strong effect at the top dose
#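 48 h compound treatment of MCF7-BRCA1-FFLuc cells (phenol-red free MEM, 37 °C), then 15 min with luciferase substrate and luminescence imaging.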
# RORgamma inh: qHTS for inhibitors of ROR gamma transcriptional activity | Potency, µM (series often up to 53.6 µM), inactives show top-dose activity change, negative = inhibition, usual class: inhibitors | Nuclear receptor ROR-gamma (Mus musculus), P51450 | AID 2551, 2010 | Drosophila S2 Gal4-RORgamma UAS-luciferase reporter, 20 h | 310,000 tested, 5.4% active; note: potency is the fitted concentration of half-maximal effect; % is set by controls: 0 for no effect and ±100 for the full control effect; nearly all actives have a fitted effect of over 60% in size
# Target sequence (P51450 whole entry, looked up, the tested form may be a part): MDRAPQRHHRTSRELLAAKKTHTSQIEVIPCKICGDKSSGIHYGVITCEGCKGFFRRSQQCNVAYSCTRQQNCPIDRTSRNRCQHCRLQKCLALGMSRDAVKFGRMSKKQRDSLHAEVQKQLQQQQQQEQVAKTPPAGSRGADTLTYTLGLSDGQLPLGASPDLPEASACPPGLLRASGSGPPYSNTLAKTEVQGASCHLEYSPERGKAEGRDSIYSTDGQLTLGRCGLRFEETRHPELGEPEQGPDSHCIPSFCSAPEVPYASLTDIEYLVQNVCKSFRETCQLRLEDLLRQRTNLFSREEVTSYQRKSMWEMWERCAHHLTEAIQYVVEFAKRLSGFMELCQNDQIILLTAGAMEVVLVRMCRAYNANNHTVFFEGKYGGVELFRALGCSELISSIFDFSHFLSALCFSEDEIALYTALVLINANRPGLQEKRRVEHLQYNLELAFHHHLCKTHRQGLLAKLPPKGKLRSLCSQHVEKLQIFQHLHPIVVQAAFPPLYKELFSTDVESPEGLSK
#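 Read-out: Photinus luciferase luminescence; inhibitors lower reporter signal. Insect Schneider cells with Gal4-ROR gamma fusion under metallothionein promoter, UAS reporter; 700 uM final copper sulfate induction, 20 hr, ambient temperature.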
# p53 reactivation: qHTS assay for re-activators of p53 using a Luc reporter | H1299 p53-A138V BP100-luciferase reporter, luminescence, 24 h | Potency, µM (titrated, usually from 92.2 µM), inactives show at the highest dose activity change, positive = activation, hits mostly activators | 320,000 tested, 0.063% active | AID 504706, 2011; note: potency is the fitted concentration of half-maximal effect; % of control where 0% means no effect; nearly all actives have a fitted effect of over 45% in size
#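 p53-null H1299 cells stably carrying temperature-sensitive p53-A138V and a BP100-luciferase reporter were pinned with compounds (4-point, 1:5 series) and held 24 hrs at 37 deg C. Luminescence was read 10 min after detection reagent.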
# TRPV1 ag: HTS Assay for Compounds that Act as Agonists of the Vanilloid Receptor 1 | 320,000 tested, 0.19% active | activation, % at 8.33 µM | TRPV1-expressing cells, Fluo-8 calcium influx, agonist mode | AID 540275, 2011 | Transient receptor potential cation channel subfamily V member 1 (Homo sapiens), Q8NER1; in the data active = activation above about 80%; inconclusive = between about 30% and that limit; note: 0% is about no effect
#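 Cells expressing TRPV1 were dye-loaded with Fluo-8 and read kinetically: 10 s baseline, 3 min after compound (agonist portion), then 2 min after EC20 capsaicin (allosteric enhancer portion). Calcium-bound dye fluorescence at 480/520 nm.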
# NPC1 promoter act: qHTS Assay for NPC1 Promoter Activators; Huh7 NPC1 promoter luciferase reporter, 24 h; Potency, µM (highest dose often 9.22 µM), inactives show at the top dose activation, hits mostly activators; 320,000 tested, 2.4% active; AID 485313, 2010;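 note: potency is the fitted concentration of half-maximal effect; % of control where 0% means no effect; nearly all actives have a fitted effect of over 60% in size; reporter is driven by a mutant NPC1 promoter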
#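 Readout is luciferase luminescence, reflecting NPC1 promoter activation in stably transfected Huh7 cells after 24 h compound exposure at 37 °C in reduced-serum medium with 10% FBS.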
# Tb PFK inh: qHTS Assay to Find Inhibitors of T. brucei phosphofructokinase; ATP-dependent 6-phosphofructokinase (Trypanosoma brucei brucei), O15648; T. brucei PFK, ADP-Glo luminescence; Potency, µM (doses to about 57.5 µM), inactives show top-dose activity, negative = inhibition, most hits filed as inhibitors; 330,000 tested, 0.17% active;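 note: potency is the fitted concentration of half-maximal effect; 0% = uninhibited 1x PFK enzyme wells and -100% = no-enzyme wells; nearly all actives have a fitted effect of over 60% in size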
# Target sequence (O15648 whole entry, looked up): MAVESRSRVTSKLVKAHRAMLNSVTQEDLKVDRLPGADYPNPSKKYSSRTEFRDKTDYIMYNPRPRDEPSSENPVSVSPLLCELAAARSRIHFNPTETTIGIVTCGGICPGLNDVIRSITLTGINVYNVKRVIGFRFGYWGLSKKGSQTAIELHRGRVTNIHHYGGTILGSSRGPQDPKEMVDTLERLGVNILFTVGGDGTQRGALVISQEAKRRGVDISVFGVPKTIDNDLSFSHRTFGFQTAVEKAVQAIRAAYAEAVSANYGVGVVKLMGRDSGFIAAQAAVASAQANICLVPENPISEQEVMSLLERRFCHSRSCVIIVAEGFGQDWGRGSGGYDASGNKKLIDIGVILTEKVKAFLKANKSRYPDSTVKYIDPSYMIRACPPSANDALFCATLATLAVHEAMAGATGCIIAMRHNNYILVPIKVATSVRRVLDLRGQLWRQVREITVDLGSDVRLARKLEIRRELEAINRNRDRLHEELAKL
#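 Compounds were pin-transferred as a titration series up to 57 uM into substrate buffer (0.5 mM F6P, 0.1 mM ATP, pH 8.0), then 1.25 nM PFK was added and reactions ran 45 min before ADP-Glo detection.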
# * = called active by the depositor; ? = inconclusive; / = not tested or not shown; & = joins results of further samples; [ ] = another dose, or the depositor's remark. Unless noted, calls come from the whole dose curve; as a rule, active = well fitted curve in the direction sought with a large enough effect; inconclusive = small, poorly fitted or top-dose-only effect, or another doubt; inactive = no such curve, though single readings can be large; an effect the other way counts as inactive or inconclusive. Rows were taken by chance (roughly 15% active in at least one column).
SMILES,ELG1 DNA repair,ELG1 genotoxic,Gal4-VP16 FLuc,FLuc modulator,Rab9 prom act,BRCA1 expr up,RORgamma inh,p53 reactivation,TRPV1 ag,NPC1 promoter act,Tb PFK inh
CC1CN(S(=O)(=O)c2ccc(C(=O)Nc3ccccc3F)cc2)CC(C)O1 (centres undefined),-21%,-3%,/,/,/,9%,/,-3%,/,/,0%
Cc1ccc(NC2CCCN(C(=O)c3cnc4ccccn4c3=O)C2)cc1C (centres undefined),17%,1%,-1%,1%,0%,0%,-10%,6%,3,1%,-9%
Cc1cccc(NC(=S)N2CCN(S(=O)(=O)c3ccc(F)cc3)CC2)c1,-5%,-9%,-16%,4%,6%,2%,13µM*,0%,?,2%,-4%
COCCN(C(=O)CSc1nc2ccccc2o1)c1c(N)n(Cc2ccccc2)c(=O)[nH]c1=O,5%,2%,/,4%,-7%,7%,/,-3%,0,-7%,0%
CC(=NC1CCCCC1)C1=C(O)c2ccccc2C1=O,?,?,2%,3.4µM*,2.8µM*,?,24%,?,/,2.8µM*,-4%
CC(=O)N1c2ccc(S(=O)(=O)N3CCCC(C(=O)Nc4ccc(C)cc4C)C3)cc2CC1C (centres undefined),-25%,-3%,3%,0%,-2%,-9%,39%,8%,1,-3%,0%
CCOc1ccc2nc(-c3ccccc3)[nH]c2c1,?,?,?,1.1µM*,?,-28%,?,13%,?,0.79µM*,-6%
CC(=O)Nc1ccc(S(=O)(=O)Nc2nc3ccccc3nc2Sc2nncn2C)cc1,25%,3%,-25%,-12%,8%,-1%,0%,-1%,-4,10%,-7%
CCc1nn(CCCC(=O)N(C)Cc2ccccc2)c(=O)c2cc3occc3n12,7%,1%,-2%,-2%,-2%,-2%,-17%,-10%,0,-5%,1%
C=C(C)CSc1nc2nc(C)cc(C)n2n1,?,7%,17%,14%[2.3 µM],-3%,21%,24%,8%,2,0%,-2%
Cc1ccc(C(=O)N2CCSC2=S)cc1,-7%,-3%,-3%,2%,1%,-1%,-21%,-4%,1,-1%,-8%
CC1CC(=O)N(c2ccc(NCCc3ccc(O)cc3)c([N+](=O)[O-])c2)C1=O (centres undefined),-29%,-7%,-26%,-20%,4%,-7%,?,4%,4,-4%,-2%

# Given with tabs: entries from further up.
structure	ELG1 DNA repair	ELG1 genotoxic	Gal4-VP16 FLuc	FLuc modulator	Rab9 prom act	BRCA1 expr up	RORgamma inh	p53 reactivation	TRPV1 ag	NPC1 promoter act	Tb PFK inh
C=C(C)CSc1nc2nc(C)cc(C)n2n1	?	7%	17%	14%[2.3 µM]	-3%	21%	24%	8%	2	0%	-2%
CCOc1ccc2nc(-c3ccccc3)[nH]c2c1	?	?	?	1.1µM*	?	-28%	?	13%	?	0.79µM*	-6%

# New compounds follow.
SMILES,ELG1 DNA repair,ELG1 genotoxic,Gal4-VP16 FLuc,FLuc modulator,Rab9 prom act,BRCA1 expr up,RORgamma inh,p53 reactivation,TRPV1 ag,NPC1 promoter act,Tb PFK inh
COc1ccc(Cl)cc1NC(=O)CN(C)C(=O)c1ccc2c(c1)CC(c1ccccc1)OC2=O (centres undefined),?,-1%,/,0%,-1%,-43%,/,-6%,0,-1%,2%
Nc1c(Cl)c(Cl)nc(C(=O)N/N=C/c2ccco2)c1Cl,-14%,-1%,-4%,-3%,3%,-56%,-1%,13%,1,24%,3%
O=[N+]([O-])c1ccc(NS(=O)(=O)c2cccc3cccnc23)cc1,-4%,1%,-6%,-1%,7%,-4%,5%[1.91 µM],0%,-3,-2%,-2%
C/C(=N/NC(=O)CSc1nc2ccccc2n1C)c1ccncc1,-15%,-13%,-2%,0%,2%,1%,-15%,-2%,0,1%,4%
COC(=O)c1sc2ccccc2c1NC(=O)c1coc2ccccc2c1=O,?,-2%,-15%,2%,1%,-16%,?,-8%,-4,-10%,-1%
O=C(NCCOc1ccccc1F)C1CCC(=O)N(CCc2cccc(F)c2)C1 (centres undefined),-7%,-3%,4%,-5%,0%,0%,13%,-3%,13,-2%,1%
CCC(COC)NC(=O)CCc1nnc(Cc2cccc(C(F)(F)F)c2)o1 (centres undefined),?,14%,-7%,?,25%,74%,3%,8%,2,2%,-4%
CCc1cc(CNC(=O)CC2C(=O)NCCN2Cc2c(F)cccc2Cl)on1 (centres undefined),-13%,1%,-14%,-1%,-6%,15%,-23%,-1%,5,-2%,3%
CCCCn1c(N)c(N(CC(C)C)C(=O)Cn2c(=O)oc3ccccc32)c(=O)[nH]c1=O,-2%,-2%,/,4%,-2%,-5%,/,4%,-2,-1%,4%
Cc1cc(CNC(=O)[C@H]2C[C@@H]2[C@H](NP(=O)(c2ccccc2)c2ccccc2)c2ccccc2)nn1C,14%,-4%,-3%&-5%,-6%,-3%,2%,?,-12%,-2,2%,6%
O=C(C1=C(O)C(=O)N(CC2CCCO2)C1c1cccc(Cl)c1)c1ccco1 (centres undefined),?,1%,-11%,0%,-3%,12%,-2%,1%,2,-1%,-3%
Cc1cc(C)n2nc(CCCCc3nc4nc(C)cc(C)n4n3)nc2n1,4%,0%,-3%,-1%,-2%,/,-11%,11%,0,-4%,0%

# 2 of these compounds, reformatted.
compound	ELG1 DNA repair	ELG1 genotoxic	Gal4-VP16 FLuc	FLuc modulator	Rab9 prom act	BRCA1 expr up	RORgamma inh	p53 reactivation	TRPV1 ag	NPC1 promoter act	Tb PFK inh
COc1ccc(Cl)cc1NC(=O)CN(C)C(=O)c1ccc2c(c1)CC(c1ccccc1)OC2=O (centres undefined)	?	-1%	/	0%	-1%	-43%	/	-6%	0	-1%	2%
Nc1c(Cl)c(Cl)nc(C(=O)N/N=C/c2ccco2)c1Cl	-14%	-1%	-4%	-3%	3%	-56%	-1%	13%	1	24%	3%

# Limited to TRPV1 ag, for some of the entries so far:
mol | TRPV1 ag
C/C(=N/NC(=O)CSc1nc2ccccc2n1C)c1ccncc1 | 0
COc1ccc(Cl)cc1NC(=O)CN(C)C(=O)c1ccc2c(c1)CC(c1ccccc1)OC2=O (centres undefined) | 0

# Additional results:
SMILES,ELG1 DNA repair,ELG1 genotoxic,Gal4-VP16 FLuc,FLuc modulator,Rab9 prom act,BRCA1 expr up,RORgamma inh,p53 reactivation,TRPV1 ag,NPC1 promoter act,Tb PFK inh
Cc1cc(C(=O)NNC(=O)c2ccc(Cl)cc2)no1,20%,3%,0%,2%,-6%,0%,2%,2%,4,-8%,1%
COc1ccc(C)cc1N(CC(=O)N1CCCCCC1)S(=O)(=O)c1ccc(C)cc1,-8%,8%,-6%,5%,-4%,-25%,27%,-14%,?,-7%,-3%
Cc1ccc(C)c(NC(=O)COc2coc(CN3CCc4ccccc4C3)cc2=O)c1,-6%,-8%,/,1%,-11%,-27%,/,0%,3,-7%,-5%
Cc1ccccc1NC(=O)CN1C(=O)CSc2ccc(S(=O)(=O)N3CCCCC3)cc21,11%,2%[9.26 µM],3%,0%,0%,-2%,-5%,-7%,21,-3%,0%
Cc1ccc(C)c(S(=O)(=O)NC(C)C(=O)Nc2ccc(-c3nc4ccccc4s3)cc2)c1 (centres undefined),?,?,-1%,7.6µM*,3.2µM*,33%,?,15%,-2,3.5µM*,9%
Cc1ccc(-c2noc(CN3CCC(C(N)=O)CC3)n2)cc1,?,12%,0%,?,?,85%,13%,?,1,?,-1%
O=C(OC(C(=O)Nc1ccc(Cl)cc1C(F)(F)F)c1ccccc1)c1c(Cl)cccc1Cl (centres undefined),-12%,-6%,-13%,-1%,-6%,-51%,-9%[10 µM],-5%,9,1%,-1%
O=C(Nc1cccc(O)c1)c1cc(-c2cccs2)on1,?,12µM*,3.5µM*,0.85µM*,-2%,43%,2µM*,?,?,-1%,1%
COc1ccc2cc(S(=O)(=O)N3CCOCC3)ccc2c1,13%,9%,3%[0.365 µM],1%,-7%,3%,-26%,5%,7,-3%,-12%
CC[C@]1(C(=O)OC)[C@H]2C(=O)N(C)C(=O)[C@H]2[C@H]2CN=C(SCc3ccc(Cl)cc3)N21,9%,0%,/,/,/,14%,/,-5%,/,/,-2%

# High-throughput results from PubChem BioAssay.
